Screening results: PubChem BioAssay, several laboratories
Myeloid diff 2 – myeloid differentiation induction. 360,000 tested, 1% active. ER-HoxA9 myeloid progenitors, lysozyme-GFP differentiation, flow cytometry. calls only at 10 µM;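 active = normalized GFP-positive differentiation at or above the plate's own cutoff, the solvent-only control mean plus 3 SD; inconclusive = no clear call, values can overlap the other calls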;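 note: cells exposed to compound for four days before flow analysis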
human PMI inhibitors – MPI inhibition at elevated mannose 6-phosphate – biochemical, fluorescence intensity, high mannose 6-phosphate, primary screen (AID 1220). 190,000 tested, 0.66% active. inhibition, % at 20 µM; hits with a dose series show IC50 in µM. recombinant PMI enzyme, coupled fluorescence intensity; higher % means a stronger effect
RSV antiviral HEp-2 – RSV antiviral activity via CPE protection, HEp-2 cells, primary 10 µM value included (AID 2391) | 310,000 tested, 0.13% active | HEp-2 cells, RSV-induced CPE inhibition; higher % means a stronger effect | CPE inhibition, % at 10 µM; hits with a dose series show IC50 in µM; in the data active = a potency from the dose series; inconclusive = CPE inhibition mostly from about 23% at the one dose, without a potency; inactive = the rest, 99 in 100 with CPE inhibition below about 21%; note: strong numbers were not always called active
WT yeast gro inh – growth inhibition of WT yeast, mitochondrial fusion screen; mitochondrial fusion phenotypic screen, WT strain; 190,000 tested, 2.1% active; inhibition, % at 10 µM; in the data active = inhibition above about 58%; tested in S. cerevisiae
human PMI inhibition – inhibitors of human PMI, primary screen, biochemical, fluorescence intensity, coupled assay (AID 1209); purified PMI enzyme, coupled fluorescence intensity; higher % means a stronger effect; one-dose inhibition, % at 20 µM; IC50 in µM for titrated hits; 190,000 tested, 0.42% active;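 note: plate controls were DMSO vehicle for no effect and wells lacking substrate for full effect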
SIAH1 antagonists – blockers of Siah-1 interaction with plectin peptide – biochemical, fluorescence polarization, rhodamine-plectin, uHTS, primary screen (AID 1817) | displacement, % at 20 µM; hits with a dose series show IC50 in µM | Siah-1 / rhodamine-plectin peptide fluorescence polarization; higher % means a stronger effect | 290,000 tested, 0.02% active;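 active = displacement of at least 50% at 20 µM, with a fluorescence ratio check between 0.3 and a set limit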;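 note: plate controls were Siah plus tracer with DMSO for no effect and tracer alone without Siah for full effect; strong numbers were not always called active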
Salmonella PhoP GFP – inhibitors of PhoP regulon expression, primary screen, Salmonella Typhimurium, GFP reporter (AID 1863). one-dose inhibition, % at 50 µM; IC50 in µM for titrated hits. S. Typhimurium PhoP-regulated promoter GFP reporter, 4 h; higher % means a stronger effect. 300,000 tested, 0.16% active;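 active = inhibition over 29.93%, a cutoff 3 SD above the screen mean, later confirmed by dose response; inconclusive = inhibition over 29.93% but no dose response follow-up; inactive = inhibition at most 29.93% or unconfirmed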;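 note: 0% = low Mg2+ inducing control and 100% = high Mg2+ repressing control; strong numbers were not always called active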
XIAP antagonists – XIAP antagonists, biochemical, IAP family, fluorescence polarization (AID 1018); XIAP BIR domain, fluorescence polarization peptide displacement; higher % means a stronger effect; one-dose displacement, % at 20 µM; IC50 in µM for titrated hits; 200,000 tested, 0.007% active; in the data active = displacement above about 50%; note: a part of the inactive calls stands beside numbers as strong as those of hits
TNAP activation fold – human TNAP enzyme activators, primary screen, biochemical, luminescent, no phosphate acceptor, uHTS (AID 1001); purified TNAP, luminescent activation assay, no phosphate acceptor; higher activation fold means a stronger effect; activation fold at 20 µM; hits with a dose series show EC50 in µM; 200,000 tested, 0.03% active; in the data active = activation fold from about 3, or a potency from the dose series; inactive = the rest, 99 in 100 with activation fold below about 1.6; note: many of its hits are not listed in these tables
WT yeast gro inh mutant strain – also measured in WT yeast gro inh; calls as there; inhibition, %; mitochondrial fusion phenotypic screen, mutant strain inhibition
Myeloid diff 2 GFP+ MAC1+ % – also measured in Myeloid diff 2; calls as there; GFP+ MAC1+ double positive, %; measured here: differentiation confirmed by MAC1 staining
The depositor's hits bear a star; i = inactive; u = inconclusive; x = no result given; + = active, no number. Cut-off read from the data, not from the text of the source, unless noted: active = inhibition above about 50%; inactive = the rest.

no.	Molecule	RSV antiviral HEp-2	Myeloid diff 2 GFP+ MAC1+ %	TNAP activation fold	XIAP antagonists	Myeloid diff 2	human PMI inhibition	SIAH1 antagonists	WT yeast gro inh mutant strain	Salmonella PhoP GFP	WT yeast gro inh	human PMI inhibitors
1	COc1ccc(C(CC(=O)N2CCOCC2)C(C)C)cc1 (stereo unspecified)	0.6%	0.8	1.1	-7.0%	i	2%	0%	-1	0%	19	-5%
2	Cc1ccc(F)cc1N=Cc1c(O)c2ccccc2oc1=O	2.4%	0.1	x	x	i	x	11%	x	8%	x	x
3	COC(=O)[C@@H](c1ccccc1)N(C)S(=O)(=O)c1cccc(S(=O)(=O)N(C)[C@@H](C(=O)OC)c2ccccc2)c1	0.0%	x	x	x	u	x	-8%	x	8%	x	x
4	Cc1cccc(-n2c(O)c(C=Nc3cccc(O)c3)c3ccccc3c2=O)n1	0.0%	0.8	x	x	i	x	6%	x	-2%	x	x
5	CCCCNC(=O)NNc1nc(Cl)cc(C)c1C#N	6.7%	0.3	1	-5.2%	i	-5%	-4%	4	-2%	3	-3%
6	COCCNc1cc(NCCOC)c([N+](=O)[O-])cc1[N+](=O)[O-]	1.9%	0.2	1	-8.9%	i	9%	-2%	-15	-2%	-4	15%
7	CSc1ccc(CCNS(=O)(=O)c2ccc3c(c2)C(C)(C)C(=O)N3C)cc1	1.6%	0.0	x	x	i	x	2%	x	-13%	x	x
8	N#CCCN(Cc1cccnc1)C(=S)NC(=O)C1CC1	1.0%	x	1	-6.3%	x	-3%	-2%	-1	-2%	-9	-2%
9	CCc1ccccc1NC(=O)CN(C)C(=O)CSc1nnc(Nc2cccc(C)c2C)s1	3.0%	0.7	1.1	-0.5%	i	-11%	1%	-9	10%	-9	-2%
10	CCNC(=S)NNC(=O)c1ccncc1	2.6%	0.1	1.6	-2.1%	i	-8%	2%	11	9%	-8	-7%
11	O=C(C1CC1)N1CCc2cc(S(=O)(=O)NCCC3=CCCCC3)ccc21	5.9%	0.2	1.1	-4.3%	i	10%	1%	5	4%	11	3%
12	O=C(CSc1nnc(-c2ccncc2)n1-c1ccccc1)Nc1ccc(C(=O)O)cc1	-1.0%	0.2	1.1	-3.8%	i	-30%	4%	-6	3%	-9	-1%
13	CCOC(=O)c1cc(C)sc1/N=C/C1C(=O)CC(C)(C)CC1=O	1.1%	2.1	0.8	-2.2%	i	-3%	0%	13	17%	6	-2%
14	Cc1cc2nnc(SCC(=O)N(C)C3CCS(=O)(=O)C3)n2c2ccccc12 (stereo unspecified)	1.1%	0.0	1	-6.8%	i	-22%	0%	16	1%	-11	-26%
15	COc1ccc(N=C2C(=O)Nc3c(C)cccc32)cc1	2.6%	0.4	1	-4.6%	i	8%	3%	11	-24%	1	21%
16	O=C(CSc1nnc2c(n1)[nH]c1ccccc12)Nc1ccc(S(=O)(=O)Nc2ncccn2)cc1	x	0.5	1.1	-13%	i	8%	-1%	4	0%	-3	-2%
17	O=C(O)c1ccccc1-c1ccccc1C(=O)Nc1cccc(-c2nc3ccccc3o2)c1	5.2%	0.3	1.1	-10%	i	5%	11%	3	5%	18	-9%
18	CC(C)(C)n1nc2c(c1NC(=O)c1ccc([N+](=O)[O-])cc1)CS(=O)(=O)C2	1.5%	0.0	x	x	i	x	2%	x	1%	x	x
19	O=C(NCc1cccnc1)c1cnc2n(c1=O)CCS2	2.0%	5.7	1.1	-5.0%	i	-3%	-6%	-20	-2%	-5	2%
20	CCCCCCn1c(=O)[nH]c2c(c1=O)CCC2	2.0%	0.2	x	x	i	x	1%	x	-11%	x	x
21	COC(=O)c1cc(S(=O)(=O)NCCN2CCN(c3ccccc3F)CC2)c[nH]1	1.6%	2.1	x	x	i	x	-1%	x	-5%	x	x
22	O=C1CC(c2ccc(Cl)c([N+](=O)[O-])c2)c2ccc3ccccc3c2N1 (stereo unspecified)	17%	1.0	1	3.0%	i	-1%	-9%	-1	-6%	18	1%
23	Cn1c(SCC(=O)NC2CCCC2)nnc1-c1ccc(S(=O)(=O)N2CCOCC2)cc1	-0.4%	1.5	1	-3.6%	i	0%	9%	1	7%	-14	2%
24	O=C1c2ccccc2CC1Sc1nnc(-c2ccncc2)o1 (stereo unspecified)	-0.3%	0.9	1.3	-8.0%	i	4%	-2%	12	27%	7	-10%
25	Cc1cccc(NC(=O)CCC2CCN(C(=O)c3ccc(C)s3)CC2)c1	0.9%	2.1	x	x	i	x	-2%	x	2%	x	x
26	COc1ccc(NC(=S)c2ccccc2)cc1	0.8%	0.7	1.1	0.6%	i	3%	3%	1	7%	0	2%
27	COCC1CCCN(C(=O)c2ccc3nc(Cc4cccc(Cl)c4)oc3c2)C1 (stereo unspecified)	13%	0.7	x	x	i	x	1%	x	-5%	x	x
28	CC1Cn2c(nnc2C23CC4CC(CC(C4)C2)C3)S1 (stereo unspecified)	-0.4%	1.1	1.1	0.2%	i	6%	0%	-11	12%	-4	-1%
29	O=C(NCc1ccco1)c1ccc(Oc2ccccc2)cc1	2.9%	1.7	1.1	-4.9%	i	-11%	-3%	11	4%	-5	-10%
30	O=C(CN1C(=O)CC(c2ccccc2)S(=O)(=O)c2ccccc21)N1CCCC1 (stereo unspecified)	-0.3%	0.6	1.1	-4.7%	i	-11%	20%	13	-11%	-1	-1%

Arranged by length of the SMILES (rising): some entries from above.
no.	Molecule	RSV antiviral HEp-2	Myeloid diff 2 GFP+ MAC1+ %	TNAP activation fold	XIAP antagonists	Myeloid diff 2	human PMI inhibition	SIAH1 antagonists	WT yeast gro inh mutant strain	Salmonella PhoP GFP	WT yeast gro inh	human PMI inhibitors
10	CCNC(=S)NNC(=O)c1ccncc1	2.6%	0.1	1.6	-2.1%	i	-8%	2%	11	9%	-8	-7%
15	COc1ccc(N=C2C(=O)Nc3c(C)cccc32)cc1	2.6%	0.4	1	-4.6%	i	8%	3%	11	-24%	1	21%
11	O=C(C1CC1)N1CCc2cc(S(=O)(=O)NCCC3=CCCCC3)ccc21	5.9%	0.2	1.1	-4.3%	i	10%	1%	5	4%	11	3%
14	Cc1cc2nnc(SCC(=O)N(C)C3CCS(=O)(=O)C3)n2c2ccccc12 (stereo unspecified)	1.1%	0.0	1	-6.8%	i	-22%	0%	16	1%	-11	-26%
3	COC(=O)[C@@H](c1ccccc1)N(C)S(=O)(=O)c1cccc(S(=O)(=O)N(C)[C@@H](C(=O)OC)c2ccccc2)c1	0.0%	x	x	x	u	x	-8%	x	8%	x	x

(cont.)
no.	Molecule	RSV antiviral HEp-2	Myeloid diff 2 GFP+ MAC1+ %	TNAP activation fold	XIAP antagonists	Myeloid diff 2	human PMI inhibition	SIAH1 antagonists	WT yeast gro inh mutant strain	Salmonella PhoP GFP	WT yeast gro inh	human PMI inhibitors
31	Cc1ccc(NC(=O)C(C)N2C(=O)c3ccccc3C2=O)c(C)c1 (stereo unspecified)	-0.6%	0.4	x	x	i	x	-6%	x	7%	x	x
32	CCOC(=O)c1nn(-c2ccc(F)cc2)cc1O	1.1%	0.3	1.1	-6.3%	i	-16%	-14%	9	-2%	21	-7%
33	O=C(CSc1cccc2cccnc12)N/N=C/c1cccnc1	15%	2.8	1	-3.3%	i	-6%	-1%	4	-5%	9	-5%
34	COc1ccc(-n2c(N)c(C(=O)NCc3ccco3)c3nc4ccccc4nc32)cc1OC	15%	0.9*	1.1	-2.5%	+	-18%	-6%	-16	-1%	-8	21%
35	c1ccc(-c2cn3nc(-c4ccccc4)c(-c4ccccc4)nc3n2)cc1	1.6%	1.1	1.2	-3.5%	i	-18%	0%	-2	-4%	-10	-44%
36	O=C(Nc1ccccc1C(=O)Nc1ccccn1)c1ccc([N+](=O)[O-])cc1	1.7%	0.5	1.1	-2.4%	i	3%	3%	17	1%	0	7%
37	COC(=O)c1ccccc1-n1c(CCC(=O)O)ccc1-c1ccc(F)cc1	1.4%	0.5	x	x	i	x	8%	x	12%	x	x
38	Cc1cc(C)cc(NC(=O)c2ccc([N+](=O)[O-])o2)c1	x	x	1.1	-4.4%	u	-1%	-1%	75*	11%	78*	0%
39	C=CCN(C(=O)CCC(=O)Nc1cc(C)on1)C(C(=O)NC1CCCC1)c1ccc(C)cc1 (stereo unspecified)	-0.7%	0.5	x	x	i	x	-10%	x	4%	x	x
40	CCC(C(=O)Nc1ncc(C)s1)c1ccccc1 (stereo unspecified)	-0.8%	0.2	1	-8.9%	i	3%	-3%	19	3%	9	2%
41	CCN(CCNc1ccc(Cl)cc1[N+](=O)[O-])C(=O)c1cc([N+](=O)[O-])c(N(C)C)cc1OC	0.1%	8.5	0.8	0.1%	i	12%	7%	25	8%	21	9%
42	O=C(Nc1ccc(S(=O)(=O)Nc2ccccn2)cc1)c1ccccc1	-0.5%	4.6	x	x	i	x	10%	x	3%	x	x
43	COc1cc(O)c(C(CC(=O)N2CCCC(C)C2)c2cc(OC)c(OC)c(OC)c2)c(OC)c1 (stereo unspecified)	-0.1%	0.5	x	x	i	x	-4%	x	3%	x	x
44	CCNC(=S)NNC(=O)c1ccc2ncccc2c1	u	0.4	2.3	-21%	i	-4%	1%	-1	3%	-18	1%
45	Cc1ccccc1C(=O)NC(=S)Nc1sc2c(c1C#N)CCC(C)C2 (stereo unspecified)	43%	0.2	1	-11%	i	17%	-4%	15	-24%	8	23%
46	CC(=O)N(C)c1ccc(N=NC2C(=O)N(C(N)=S)N=C2C)cc1 (stereo unspecified)	0.3%	0.4	x	x	i	x	-10%	x	11%	x	x
47	O=C(N/N=C/c1ccc2c(c1)OCO2)c1cc2ccccc2o1	-1.7%	0.5	x	x	i	x	19%	x	-9%	x	x
48	COc1cccc(C(=O)N2CCCc3ccccc32)c1	1.6%	2.5	1.2	0.2%	i	-1%	3%	-12	11%	-14	-2%

Reprinted at random: 2 records from the list, in no set order.
no.	Molecule	RSV antiviral HEp-2	Myeloid diff 2 GFP+ MAC1+ %	TNAP activation fold	XIAP antagonists	Myeloid diff 2	human PMI inhibition	SIAH1 antagonists	WT yeast gro inh mutant strain	Salmonella PhoP GFP	WT yeast gro inh	human PMI inhibitors
47	O=C(N/N=C/c1ccc2c(c1)OCO2)c1cc2ccccc2o1	-1.7%	0.5	x	x	i	x	19%	x	-9%	x	x
43	COc1cc(O)c(C(CC(=O)N2CCCC(C)C2)c2cc(OC)c(OC)c(OC)c2)c(OC)c1 (stereo unspecified)	-0.1%	0.5	x	x	i	x	-4%	x	3%	x	x
